TTR transcr act = TTR transcription activators in neuroblastoma reporter cells, primary screen, cell-based, luminescence, SH-SY5Y, TTR promoter Gaussia luciferase. activation, % at 16.7 µM. 100% = recombinant luciferase protein wells. 92,000 tested, 1.3% active. AID 1117267, 2014;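 active = activation above the mean of all tested compounds plus 3 SD, cut at about 9.5% in these data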;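 note: cells exposed to compounds for one day before reading; 0% = median of all test compound wells on the plate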
Active calls of the source: *. A portion of the library. The share of hits here may be higher or lower than overall.

TTR transcr act	smiles
0.9	COc1ccc(C(=O)C2CCCN(C(=O)c3ccc(OC)o3)C2)c(C)c1 (stereo not drawn)
2.9	C[C@]12C(=O)N(c3cccc(Cl)c3)C(=O)N1[C@@H]1c3ccccc3OC[C@@H]1[C@H]2c1ccccc1
-0.8	CCCCCCc1cc2cc(S(=O)(=O)c3ccc(F)cc3)c(=O)oc2cc1O
1.7	COc1ccc(/C=C/CN2CCN(Cc3cccc(OC)c3)C(CCO)C2)cc1 (stereo not drawn)
-1.4	CC1CC/C(=C\c2ccc3c(c2)OCO3)C(=O)/C1=C/c1ccc2c(c1)OCO2 (stereo not drawn)
-2.4	COC(=O)C1CCN(C(=O)c2sc3nc(-c4ccc(F)cc4)cn3c2C)CC1
-0.1	O=C(Cc1ccccn1)c1ccncc1
2.0	Cc1ccccc1C(=O)NCCCNC(=O)c1cnccn1
-5.1	O=C1NC(Cc2ccccc2)c2nc3cc(F)ccc3c(=O)n2-c2ccc(Cl)cc21 (stereo not drawn)
3.1	CCN1CCN(CCc2nc3cc([N+](=O)[O-])ccc3n2C)CC1
-1.7	O=C(NC1CCCCC1)C(c1cccc2ccccc12)n1c(=O)c(-c2cc3ccccc3[nH]2)nc2ccccc21 (stereo not drawn)
-1.8	Nc1nc(SCC(=O)NCCC(c2ccccc2)c2ccccc2)n[nH]1
-0.3	CCOC(=O)C1=CCN(S(=O)(=O)c2cccc(Cl)c2)C1c1ccc(F)cc1 (stereo not drawn)
2.2	CN=C1S/C(=C\c2ccc(N3CCOCC3)c(F)c2)C(=O)N1C
2.7	Cc1ccc(C(=O)Nc2nnc(S(=O)(=O)N3CCN(c4ccc(F)cc4)CC3)s2)cc1
3.3	Cc1cccc(C(=O)Nc2oc(-c3ccccc3)cc2C#N)c1
-2.8	CCOC(=O)c1c(NC(=O)CSc2nnc(Cc3ccccc3)o2)sc(C)c1C
2.1	Cc1cc(C)nc(SCc2cn3c(C)cccc3n2)n1
-1.4	CCn1c(=O)c([N+](=O)[O-])c(NCC2CCCO2)c2ccccc21 (stereo not drawn)
-0.6	COc1ccc(-n2c(CN3CCOCC3)nc3ccc([N+](=O)[O-])cc3c2=O)c(OC)c1
5.7	CCN(CC(=O)Nc1ccc(NC(C)=O)cc1)C(=O)C1CC1
-1.2	COc1ccc(S(=O)(=O)Nc2cccc3c2O[C@H](CN(C)Cc2ccc(Cl)c(Cl)c2)[C@@H](C)CN([C@H](C)CO)C3=O)cc1
1.5	C=CCNC(=S)/C(=C(/[O-])c1ccccc1Br)[n+]1ccccc1
1.9	COc1ccc(OC)c(C(=O)N(C[C@H]2CC[C@@H]([C@@H]3CC[C@H](CO)O3)O2)C(C(=O)NC(C)(C)C)c2ccc(-c3ccccc3)cc2)c1 (stereo partly drawn)
-0.3	COCC1=C(C(=O)OC)C(c2cccs2)n2ncnc2N1 (stereo not drawn)
0.9	O=C(Nc1ccc(F)cc1)OCc1cn(Cc2cccc(F)c2F)nn1
-1.3	Cc1cc(C)nc(SCc2ccc([N+](=O)[O-])cc2)n1
2.0	CC(=O)NCCC1CCCCN1Cc1nc(Cc2cccc(C(F)(F)F)c2)no1 (stereo not drawn)
1.1	O=C(Nc1ccc(Cl)c(Cl)c1)OCc1cnc(Cl)s1
-0.3	CCOC(=O)/C=c1\s/c(=C\c2ccc(-c3ccccc3)cc2)c(=O)n1CC(=O)NCc1ccc2c(c1)OCO2
-0.1	COC(=O)C1=NNC2(c3ccc(Cl)cc3)C(=O)N(c3ccccc3)C(=O)C12 (stereo not drawn)
0.0	COc1ccc(S(=O)(=O)N(CC(=O)NCc2cccnc2)C2CCCCC2)cc1OC
-0.2	O=S(=O)(Nc1cccnc1)c1cccc(C(F)(F)F)c1
0.4	CC(CC(=O)N(C)C1CCCCC1)S(=O)(=O)c1ccc2c(c1)NC(=O)CO2 (stereo not drawn)
4.1	Cc1cc(C)cc(-n2ccnc2SCC(=O)Nc2ccc3c(c2)OCCO3)c1
1.4	Cc1ccc2nc(COc3ccc(Cl)cc3)cc(=O)n2c1
1.1	Cc1cccc2c(=O)c(C(=O)NCCc3ccccc3)c[nH]c12
0.7	O=C1NC(=S)NC1(c1ccccc1)c1ccccc1
-0.5	Cc1cc(-c2nnc(SCC(=O)NC3CC3)n2C(C)C)cs1
3.5	COc1ccc(CCNC(=S)N(C)C)cc1OC

Taken from the listing for reference:
TTR transcr act	smiles
2.7	Cc1ccc(C(=O)Nc2nnc(S(=O)(=O)N3CCN(c4ccc(F)cc4)CC3)s2)cc1
3.3	Cc1cccc(C(=O)Nc2oc(-c3ccccc3)cc2C#N)c1
-2.8	CCOC(=O)c1c(NC(=O)CSc2nnc(Cc3ccccc3)o2)sc(C)c1C
2.1	Cc1cc(C)nc(SCc2cn3c(C)cccc3n2)n1

More compounds follow.
TTR transcr act	smiles
0.8	CC(C)(C)c1ccc(C(=O)NCC(=O)OCC(=O)Nc2ccc3c(c2)OCCO3)cc1
-1.2	Cc1ccc(C)n1-c1cc([N+](=O)[O-])ccc1-n1ccnc1
-3.3	CCOc1ccc(CCN2C(=O)C(=O)N([C@@H](Cc3ccccc3)CN3CCC[C@H]3CN3C(=O)C(=O)NC[C@@H]3Cc3ccccc3)C[C@@H]2Cc2ccc(O)cc2)cc1
12*	O=C(O)C1CCCCC1C(=O)Nc1ccc(F)c(F)c1 (stereo not drawn)
2.0	CCOCc1nnc(NC(C)=O)s1
11*	O=C1CC(NNc2ccccc2)C(=O)N1c1ccccc1 (stereo not drawn)
8.6	COc1ccc(OC)c(/C=c2\sc3nc(-c4cccs4)nn3c2=O)c1
-2.2	Cc1ccc(C(=O)NCC(=O)Nc2ccncc2)cc1
1.1	O=C(NCc1ccc(F)c(F)c1)C1CCC(=O)N(CCc2ccccc2)C1 (stereo not drawn)
1.1	COC(=O)c1c(NC(=O)COC(=O)Cn2cnc3ccccc32)sc2c1CCCC2
-3.9	CCC(C)C(=O)Nc1nc(C)c(-c2csc(Nc3cc(OC)ccc3OC)n2)s1 (stereo not drawn)
7.2	O=C(O)C(Cc1ccccc1)NS(=O)(=O)c1ccc2c(c1)OCCO2 (stereo not drawn)
-2.2	c1ccc(OCCSc2nnnn2C2CCCCC2)cc1
0.0	O=C1c2cccc(Sc3ccccc3)c2C(=O)c2c(Sc3ccccc3)cccc21
-0.2	CC(C)(C)C(=O)O/N=C(\N)c1ccc(Br)cc1
1.1	CCC(CC)NC(=O)CSc1nnc(-c2ccc(OC)cc2)n1C(C)C
1.1	Clc1cnc(N/N=C/c2cccs2)c(Cl)c1
-0.2	Cc1noc(C)c1COc1ccccc1C(=O)N(C)Cc1ccco1
0.4	O=S(=O)(Nc1ccccc1N1CCOCC1)c1ccc(F)c(Cl)c1
-0.9	CC(=O)Nc1ccc(C(=O)NNC(=O)c2cc([N+](=O)[O-])cc([N+](=O)[O-])c2)cc1
0.3	CCOC(=O)c1c(NC(=O)/C=C/c2ccco2)sc(C)c1C
-3.1	C=C(C)CSc1nc2c(c(=O)[nH]c(=O)n2C)n1Cc1ccccc1
3.5	O=C(Nc1cccc(C(=O)N2CCN(c3ccc(F)cc3)CC2)c1)c1ccccc1
1.0	Cc1cc(C)n(C(=O)Cn2nc(C)c(Cl)c2C)n1
5.3	O=C(c1cccs1)n1nc(-c2ccccc2)nc1NCc1ccc(F)cc1
-2.0	CCNC(=S)N1C2CCC1CC(NC(=O)NC1CCCCC1)C2 (stereo not drawn)
-1.1	Cc1[nH]n(-c2ccccc2)c(=O)c1N=Nc1ccccc1C(=O)N1CCCCC1
3.0	CCc1nc2oc3ccc(C)cc3c(=O)c2cc1C(=O)OC
-0.9	COc1cc(/C=N/O)ccc1Oc1ccc([N+](=O)[O-])cc1[N+](=O)[O-]
2.3	O=C(NCc1cccnc1)C(=O)c1c[nH]c2ccccc12
2.5	CCCNC(=O)c1ccc(COc2ccc(C)cc2)o1
-3.4	Cc1ccccc1NC(=O)c1ccc(NC(=O)c2ccco2)cc1
7.8	COC(=O)c1sc(SC)c(-c2ccon2)c1C
-0.3	Fc1ccc(-c2csc(-c3ccncc3)n2)cc1
-0.3	COc1cccc(C2CCCCN(C)C2=O)c1 (stereo not drawn)
17*	CCCCC(c1nnnn1C1CCCC1)N1CCN(C2CCCC2)CC1 (stereo not drawn)
2.8	O=C(CSc1ncn(-c2ccccc2)n1)Nc1ccc2c(c1)OCCO2
-0.4	C/C(=N\NC(=O)C(=O)Nc1cc(C)ccc1C)c1ccncc1
4.4	C=CCNC(=O)CCCCC(=O)NCC=C
0.3	CC(C)(C)N1CC(C(=O)Nc2ccc(S(N)(=O)=O)cc2)CC1=O (stereo not drawn)
2.6	COc1cccc(NC(=S)N(CCc2c(C)[nH]c3ccc(C)cc23)Cc2cccs2)c1
2.2	CCOC(=O)Cn1nc2sc3ccccc3n2c(=O)c1=O
-0.9	COc1ccc(S(=O)(=O)N2CCCC(C(=O)NCCCn3ccnc3)C2)cc1OC (stereo not drawn)
0.7	CC(=O)N1c2ccc(S(=O)(=O)NCC3CCC(C(=O)NCc4ccco4)CC3)cc2CC1C (stereo not drawn)
-4.5	CCOc1ccc(Nc2oc(Cc3ccccc3)nc2C#N)cc1
0.9	CC1(C(=O)NS(=O)(=O)c2ccccc2)CCN1C(=O)Cc1cccs1 (stereo not drawn)
2.9	c1coc(CN2CNc3nc4ccccc4n3C2)c1
2.8	O=C(CSCc1ccc(Cl)cc1)NN=C1CCCC1
-0.2	O=C(Nc1ccc(O)cc1)/C(=C\c1ccncc1)NC(=O)c1ccccc1
-0.6	O=c1[nH]c(C2CCN(S(=O)(=O)/C=C/c3ccccc3)CC2)nc2c1nnn2Cc1ccccc1
1.9	O=C(NCc1ccccn1)c1n[nH]c(=O)c2ccccc12
0.0	C/C(=N\NC(=O)c1ccccc1O)c1ccc(NC(=O)Cc2ccccc2)cc1
-2.2	Cc1ccc(C(=O)Nc2ccc(C)c(S(=O)(=O)N3CCOCC3)c2)c(C)c1
-1.2	Cn1c(CC(=O)NNC(=O)c2ccc(F)cc2F)nc2ccccc21
3.9	CC(C)NC(=O)COc1coc(CN2CCN(c3ccccc3F)CC2)cc1=O
-2.4	CC(Sc1ccc(Cl)cc1)C(=O)NCc1ccc2c(c1)OCO2 (stereo not drawn)
0.4	O=C1CCc2cc(S(=O)(=O)Nc3ccccc3F)cc3c2N1CCC3
1.9	Cc1ccc2[nH]c3c(c2c1)CCN(C)C3
0.4	Cc1c(C)c2ccc(OCC(=O)NC3CCN(Cc4ccccc4)CC3)cc2oc1=O
-2.5	O=C(CNC(=O)C(c1ccccc1)c1ccccc1)N/N=C/c1cccnc1

7 entries from above, sorted by their value in TTR transcr act, lowest first:
| Structure | TTR transcr act |
| --- | --- |
| CC(Sc1ccc(Cl)cc1)C(=O)NCc1ccc2c(c1)OCO2 (stereo not drawn) | -2.4 |
| Cn1c(CC(=O)NNC(=O)c2ccc(F)cc2F)nc2ccccc21 | -1.2 |
| O=C1CCc2cc(S(=O)(=O)Nc3ccccc3F)cc3c2N1CCC3 | 0.4 |
| CC1(C(=O)NS(=O)(=O)c2ccccc2)CCN1C(=O)Cc1cccs1 (stereo not drawn) | 0.9 |
| Cc1ccc2[nH]c3c(c2c1)CCN(C)C3 | 1.9 |
| CCOC(=O)Cn1nc2sc3ccccc3n2c(=O)c1=O | 2.2 |
| c1coc(CN2CNc3nc4ccccc4n3C2)c1 | 2.9 |

Going on with the list.
TTR transcr act	smiles
1.7	CC(C)CCN(C(=O)c1ccncc1)c1c(N)n(Cc2ccccc2)c(=O)[nH]c1=O
-0.6	Cc1ccc(C2(CCNS(=O)(=O)c3ccc(C)cc3)CCOC(C(C)C)C2)cc1 (stereo not drawn)
-1.2	CC1(C)OC(=O)C2=C(C[C@@H](C3CCCC3)O[C@@H]2c2ccc(Cl)cc2)O1
-2.2	CCOc1ccc(N=C(NC#N)SCC)cc1
-0.6	CC(C)C1S/C(=N/N=C/c2cccs2)NC1=O (stereo not drawn)
0.3	O=C(NC1CCCCCCC1)C1c2ccccc2C(=O)N1Cc1cccs1 (stereo not drawn)
-0.9	Cc1ccc(NC(=O)CSc2nc3ccc(Nc4nc(N5CCOCC5)nc(N5CCOCC5)n4)cc3s2)cc1
-1.9	Cc1cccc(-c2ncc(S(=O)(=O)C(C)(C)C)c(N)n2)c1
-2.2	Cc1sc2nc(CN3CCOCC3)nc(NS(=O)(=O)c3cc(Cl)ccc3Cl)c2c1C
4.0	CCC1(C)Cc2c(sc3nc4n(c(=O)c23)CCS4)CO1 (stereo not drawn)
-1.1	CCOc1ccc(C(=O)N2CCN(c3ccccn3)CC2)cc1
-0.7	CCCCCCCN(C(=O)CCl)c1cccc(C)c1
-0.5	CCSC1=C(C#N)C(c2ccc3c(c2)OCO3)C2=C(CCCC2=O)N1 (stereo not drawn)
5.1	CCN(CC)CCN1C(=O)C(=O)/C(=C(/O)c2c(C)[nH]c(C(=O)OC)c2C)C1c1ccc(OC)cc1 (stereo not drawn)
0.0	Cc1nn(C(C)C(=O)N2CCCC2)c(=O)c2nn(-c3ccccc3)c(C)c12 (stereo not drawn)
2.7	COc1ccc(CN(CC2CCC(C(=O)O)CC2)C(=S)Nc2cc(C)cc(C)c2)cc1 (stereo not drawn)
7.9	CCOc1ccccc1NC(=O)CSc1n[nH]c(N)n1
0.3	CCC1Oc2ccc(C)cc2N(CC(=O)N2CCCC2)C1=O (stereo not drawn)
2.0	COc1ccc(/C=N/Nc2nc(N3CCCCC3)nc(N3CCCCC3)n2)cc1[N+](=O)[O-]
0.6	O=C(NCCCN1CCCC1)Nc1ccc(F)cc1
-0.6	COC(=O)[C@H](CCSC)NC(=O)Nc1ccc(C)c(C)c1
1.1	Cn1c(C(=O)O)cnc1Sc1ncc(C(F)(F)F)cc1Cl
0.7	O=C(N/N=C1\C2CN3CCN(C2)CC1(c1ccccc1)C3)c1ccc(F)cc1

Bioassay records: PubChem BioAssay, The Scripps Research Institute Molecular Screening Center
